RECQ1 inh: blocks DNA unwinding by human RECQ1; P46063; RECQ1 DNA unwinding, red fluorescence kinetic read; Potency, µM (titrated, usually from 57.3 µM), for inactives: at the highest dose activity, negative = inhibition, actives largely listed as inhibitors; actives 0.54% (n = 240,000); AID 2549;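 further: plate controls were vehicle for no effect and no enzyme for full effect; nearly all actives have a fitted effect of over 30% in size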
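RECQ1T1 50 nM; forked duplex (20 bp + 30-nt ss tails) 200 nM, ATP 2 mM final; pH 8.0, 2 mM MgCl2, 2.5 ug/ml poly(dI-dC); 15 min compound preincubation; discontinuous kinetic read over 2 h at RT.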
Tau FP inhib: blocks human tau fibril formation measured by polarization. P10636. K18 P301L tau heparin fibrillization, Alexa594 FP, 6 h. Potency, µM (top dose mostly 57.7 µM), inactives show at the highest dose activity, negative = inhibition, hits mostly inhibitors. actives 0.39% (n = 280,000). AID 1468; further: on the % scale 0 is the no-effect control and ±100 the full control effect; nearly all actives have a fitted effect of over 55% in size
Target sequence (P10636 561-689 P618L limits assumed): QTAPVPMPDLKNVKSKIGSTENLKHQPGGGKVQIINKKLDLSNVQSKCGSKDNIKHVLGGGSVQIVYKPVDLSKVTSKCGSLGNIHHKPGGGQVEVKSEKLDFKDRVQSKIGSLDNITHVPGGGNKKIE
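Compound effects on tau fibrillization are measured by Alexa 594 fluorescence polarization (ex 555, em 632 nm). K18 P301L tau is used at 15 uM with 0.24 uM labeled tracer, and 20 uM heparin induces aggregation over 6 hr at 37 C.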
TRb-SRC2 inh: inhibitors of human thyroid hormone receptor beta-SRC2 interaction; P10828; TRbeta-SRC2 peptide binding, fluorescence polarization; receptor liganded with 1 µM T3; Potency, µM (titrated, usually from 106 µM), for the others: at the top dose activity change, negative = inhibition, most hits filed as inhibitors; actives 0.065% (n = 280,000);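 further: plate controls were bound peptide for no effect and peptide without receptor for full effect; nearly all actives have a fitted effect of over 50% in size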
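Compounds were added to 0.6 uM TRb ligand-binding domain and 20 nM Texas Red-labeled SRC2 peptide in Tris buffer containing 1 uM T3, incubated 5 hr at ambient temperature, then read by fluorescence polarization.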
Tau ThT inhib: inhibitors of human tau fibril formation, thioflavin T binding; AID 1460; P10636; actives 2.1% (n = 270,000); recombinant tau K18 P301L, heparin-induced fibrillization, ThT fluorescence; Potency, µM (titrated, usually from 57.4 µM), for inactives: top-dose activity, negative = inhibition, hits mostly inhibitors; further: on the % scale 0 is the no-effect control and ±100 the full control effect; nearly all actives have a fitted effect of over 55% in size
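Aggregation was driven by heparin (20 uM final) acting on recombinant tau […] bearing P301L in 100 mM sodium acetate pH 7; fibrils were detected with Thioflavin T.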
L3MBTL1 block: L3MBTL1 (human) inhibition. Q9Y468. AlphaScreen L3MBTL1–H3K9me1 peptide binding. Potency, µM (highest dose often 57.1 µM), for the others: at the highest dose activity, negative = inhibition, usual class: inhibitors. actives 0.66% (n = 230,000). AID 485360; further: on the % scale 0 is the no-effect control and ±100 the full control effect; nearly all actives have a fitted effect of over 60% in size
Target sequence (Q9Y468 whole entry, looked up): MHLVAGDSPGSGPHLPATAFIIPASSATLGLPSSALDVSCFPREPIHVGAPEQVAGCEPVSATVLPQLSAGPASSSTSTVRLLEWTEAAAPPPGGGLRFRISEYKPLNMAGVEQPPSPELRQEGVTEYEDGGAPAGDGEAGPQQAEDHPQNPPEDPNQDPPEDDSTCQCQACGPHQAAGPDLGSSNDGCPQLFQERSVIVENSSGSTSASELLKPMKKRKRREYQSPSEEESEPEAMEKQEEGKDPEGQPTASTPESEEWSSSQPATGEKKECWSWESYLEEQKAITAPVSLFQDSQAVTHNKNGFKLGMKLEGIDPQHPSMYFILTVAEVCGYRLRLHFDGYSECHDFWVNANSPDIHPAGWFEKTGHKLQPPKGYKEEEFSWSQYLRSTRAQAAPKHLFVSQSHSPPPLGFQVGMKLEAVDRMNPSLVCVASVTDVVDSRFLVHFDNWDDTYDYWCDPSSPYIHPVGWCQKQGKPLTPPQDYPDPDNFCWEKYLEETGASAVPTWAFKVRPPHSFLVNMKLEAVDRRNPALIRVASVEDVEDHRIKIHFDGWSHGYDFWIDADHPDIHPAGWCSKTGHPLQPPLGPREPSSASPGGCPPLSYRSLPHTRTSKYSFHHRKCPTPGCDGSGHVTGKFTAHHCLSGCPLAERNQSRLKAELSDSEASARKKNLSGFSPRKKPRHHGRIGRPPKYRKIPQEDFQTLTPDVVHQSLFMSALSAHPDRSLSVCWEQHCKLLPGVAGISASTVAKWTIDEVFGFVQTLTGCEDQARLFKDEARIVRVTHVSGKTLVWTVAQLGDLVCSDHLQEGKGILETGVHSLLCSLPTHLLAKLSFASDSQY
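First, the protein-peptide complex forms for 30 min at room temperature (L3MBTL1 50 nM, biotinylated H3K9me1 peptide 75 nM). Next, compounds are pin-transferred and incubated 30 min. Finally, AlphaScreen beads are added and read after 30 min.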
TexasRed fluor: alters Texas Red total fluorescence, flagging assay interference. actives 0.29% (n = 280,000). TRb/SRC2 Texas Red total fluorescence interference. Potency, µM (series often up to 106 µM), for inactives: at the highest dose fluorescence change, negative = quenching; active means well fitted curve in either direction with a large enough effect; inconclusive means small, poorly fitted or top-dose-only effect; further: on the % scale 0 is the no-effect control and ±100 the full control effect
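Flags fluorescent or light-absorbing compounds by total fluorescence, S + 2P, at 555 nm excitation and 632 nm emission. Mixture: 20 nM Texas Red SRC2 peptide, 0.6 uM human TRb LBD, 1 uM T3, 5% DMSO; compound exposure 5 h at ambient temperature.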
Tau fluor counter: counter-screen for tau fibril formation inhibitors. tau K18 P301L (four-repeat tau fragment) Alexa594 fluorescence, heparin fibrillization. Potency, µM (doses to about 57.7 µM), without a hit: at the top dose activity change, negative = decrease. actives 0.93% (n = 280,000); further: on the % scale 0 is the no-effect control and ±100 the full control effect; nearly all actives have a fitted effect of over 55% in size
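Human K18 P301L tau (15 uM unlabeled plus 0.24 uM Alexa 594-labeled, final) in 100 mM sodium acetate pH 7 was mixed with compound and 20 uM heparin and incubated 6 hr at 37 C.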
HTT cytoprotect: cytoprotection in Huntington HTT-Q103 PC12 cell model | PC12 HTT-Q103 induced, cytoprotection, ATP luminescence, 40 h | Potency, µM (top dose mostly 56.4 µM), inactives show cytoprotection (ATP increase), hits mostly activators | actives 0.14% (n = 230,000) | AID 1471;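 further: % of control where 0% means no effect; nearly all actives have a fitted effect of over 45% in size; toxic huntingtin expression switched on by the ecdysone agonist tebufenozide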
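ATP quantification (ATPlite) reports survival of PC12 cells in which tebufenozide, 100 nM final, switches on Htt exon 1 with 103 glutamines linked to GFP; compounds are titrated.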
Numbers without * were called inactive; i = inactive; ? = inconclusive; nt = no result given; [ ] = dose if it differs, or a comment. Unless noted, the call rests on the fitted dose curve; in most records, active means well fitted curve in the direction sought with a large enough effect; inconclusive means small, poorly fitted or top-dose-only effect, or another doubt; inactive means no such curve, though single readings can be large; an effect the other way counts as inactive or inconclusive. Potency means the concentration at half of the fitted maximal effect. A portion of the library; count on the stated rates, not on these rows.

Compound	TexasRed fluor	Tau ThT inhib	RECQ1 inh	HTT cytoprotect	Tau FP inhib	L3MBTL1 block	TRb-SRC2 inh	Tau fluor counter
COc1cc(CN(C(=S)NCC(=O)N2CCCC2)C2CCCC2)cc(OC)c1OC	2.6%	2.1%	i	-6.7%[10 µM]	2.8%	-17.9%	-5.0%	-0.8%
CC(=O)C(N=Nc1ccccc1)(Sc1nnc(-c2ccccc2)n1-c1ccccc1)C(=O)Nc1ccccc1 (configuration not stated)	-3.9%	-18.6%	-6.3%	-9.5%	?	-1.9%	-6.9%	-22.7%
CCOC(=O)c1[nH]c2cc(OC)c(OC)cc2c1NC(=O)c1nonc1C	-1.0%	-11.6%	-10.4%	-1.6%	8.0%	-6.1%	-0.3%	-5.6%
COc1cc(CNCc2cccs2)cc(Br)c1OC	-3.4%	-3.2%	i	-19.1%	-9.6%	12.6%	-5.2%	-5.5%
CCOC(=O)C1(Cc2ccc(OC)cc2)CCN(C(=O)CCn2ccc(C)n2)CC1	-5.7%	-2.7%	i	17.1%[10 µM]	-5.2%	4.8%	-4.9%	-1.7%
COc1ccc(C(=O)N2CCC(C(=O)Nc3ccccc3OC)CC2)cc1	0.1%	2.3%	-11.9%	4.9%[10 µM]	-1.6%	4.7%	-5.2%	-0.9%
Cn1nc(C(=O)OCc2ccccc2F)c2ccccc2c1=O	-0.8%	-7.3%	-0.8%	-9.9%[10 µM]	-0.9%	5.4%	-2.3%	-14.0%
NC(=O)COC(=O)c1ccc2c(c1)S(=O)(=O)N=C1CCCCCN12	-0.5%	5.0%	-2.7%	-0.7%[10 µM]	-0.9%	15.3%	-2.9%	8.4%
COc1ccc(-c2nnc(SCC(=O)c3[nH]c(C)c(C(C)=O)c3C)o2)cc1	1.3%	?	-2.7%	-35.1%	-1.7%	nt	-13.2%	-10.9%
Cc1ccc(CNC(=O)CCCn2c(=O)c3ccccc3n(CC(=O)Nc3ccc(C)c(C)c3)c2=O)cc1	0.2%	1.3%	nt	nt	-10.9%	nt	-1.2%	-21.3%
CCCCCCCCc1nnc(NC(=O)c2ccco2)s1	1.1%	-10.2%	-14.2%	-10.8%	5.2%	nt	3.4%	-10.0%
CS(=O)(=O)N1CCc2cc(S(=O)(=O)NCc3ccccc3Cl)ccc21	-2.0%	6.6%	nt	nt	?	nt	-4.4%	-11.8%
COc1cc(C(=O)Nc2ccc(N(C)C)cc2)cc(OC)c1OC	-2.4%	15.8µM*	-7.0%	-29.8%	10.3%	-0.4%	-3.1%	-17.4%
COc1ccc(CCNC(=O)CSc2nnc(-c3cccc(C)c3)o2)cc1OC	1.5%	-0.6%	-12.7%	-5.1%	-5.3%	6.3%	-12.1%	-3.5%
Cc1ccc(Nc2ccc([N+](=O)[O-])nc2[N+](=O)[O-])cc1	-1.9%	?	-6.0%	5.3%[10 µM]	4.8%	-9.6%	-14.1%	-3.7%
CCOP(=O)(OCC)C(NC(=O)c1ccc(OC)cc1)c1ccccc1 (configuration not stated)	5.0%	9.1%	-4.4%	-39.5%[inhibitor]	-8.0%	nt	-0.7%	-3.2%
CCc1ccc(NC(=O)C(=O)NCCN2CCN(S(C)(=O)=O)CC2)cc1	-2.6%	0.9%	11.4%	nt	-4.5%	7.4%	-2.5%	4.1%
COCCn1c(-c2ccc(Cl)cc2)cnc1SCC(=O)NCCc1ccc(OC)c(OC)c1	-8.2%	-2.0%	-4.1%	26.7%[10 µM]	8.4%	-13.1%	12.4%	2.2%
O=c1cc(CSc2nnnn2-c2ccc(O)cc2)nc2sccn12	-2.6%	7.3%	i	-24.8%	2.0%	16.5%	-5.8%	3.0%
C=CCn1c(SCC(=O)c2ccc(Br)cc2)nnc1C(CC(C)C)NC(=O)c1cccs1 (configuration not stated)	0.4%	-25.3%	-15.0%	-25.7%	1.3%	nt	-2.1%	-16.7%
Cc1nc2ccc(S(=O)(=O)Nc3ccc(-c4nc5cccnc5s4)cc3)cc2s1	-5.5%	-3.3%	i	nt	?	2.8%	7.7%	?
Cc1ccc(S(=O)(=O)N2CCN(C(=O)CN3CCN(C)CC3)C2)cc1	0.3%	-10.6%	i	-16.2%	-3.7%	4.3%	9.0%	-4.4%
CCOc1ccccc1NC1=NCC(=O)N1Cc1ccc(F)cc1	1.1%	?	-7.2%	-8.3%	-5.1%	8.7%	7.0%	-18.0%
CCOC(=O)/C(C#N)=N/Nc1ccccc1C(=O)O	-2.8%	-18.0%	-2.9%	6.4%[10 µM]	-10.6%	2.3%	-0.8%	-17.2%
Cc1c(NC(=O)C(C)Sc2ccc3ccccc3n2)c(=O)n(-c2ccccc2)n1C (configuration not stated)	-1.0%	-12.9%	-4.0%	4.1%	-3.3%	nt	-4.7%	-8.5%
CCS(=O)(=O)c1c(Nc2ccc(F)c(Cl)c2)sc(C(=O)c2ccccc2)c1N	-2.9%	?	nt	nt	-9.9%	nt	6.0%	?
CCOC(=O)/C(C#N)=C/N1CCOCC1	-0.3%	2.1%	-5.2%	20.9%[10 µM]	1.6%	7.5%	3.1%	0.9%
COCCN(C(=O)c1ccc2ccccc2c1)c1c(N)n(Cc2ccccc2)c(=O)[nH]c1=O	-3.3%	-0.2%	-9.1%	-18.0%	-4.8%	nt	-7.4%	-4.9%
O=C(Nc1cnn(Cc2ccc(Cl)c(Cl)c2)c1)C12CC3CC(CC(C3)C1)C2	0.9%	?	-17.1%	-16.1%[10 µM]	7.9%	-18.7%	0.5%	-21.5%
CCOc1nc(-c2ccccc2)ccc1-c1noc(-c2ccco2)n1	1.7%	-9.0%	i	9.0%[10 µM]	-11.1%	4.8%	1.6%	-16.0%
O=C(Cn1c(=O)n(-c2ccccc2)c(=O)n1CC(=O)N1CCCCC1)N1CCCCC1	3.1%	6.3%	i	-4.4%	-1.5%	4.5%	-5.2%	5.0%
COc1ccc(-n2ncc(C(=O)Nc3cccc(C(F)(F)F)c3)c2C2CCN(C(=O)OC(C)(C)C)CC2)cc1	1.7%	1.1%	nt	nt	-14.6%	nt	0.5%	-18.9%
CCc1cc(=O)oc2cc(OCC=C(C)C)ccc12	-1.5%	?	-17.0%	31.4%[0.074 µM]	-11.8%	21.8%	1.2%	-15.8%
Cc1cc(=O)oc(C)c1C(=O)NCc1ccco1	-2.1%	0.3%	0.8%	-21.8%	-0.8%	-16.7%	6.6%	-0.6%
Cc1cccc2nc(C(F)(F)F)nc(=O)n12	1.2%	4.6%	-10.3%	-10.2%	1.9%	-2.2%	10.9%	1.5%
COC(=O)Cc1ccc(NC(=S)NN2CCOCC2)cc1	2.2%	-0.1%	-5.3%	-1.4%[10 µM]	-3.6%	-1.3%	2.8%	-2.3%
COc1cccc(N2C(=O)C3CCCN3C2c2ccc(Cl)cc2)c1 (configuration not stated)	4.3%	-8.0%	-2.3%	-13.1%	2.0%	1.2%	1.0%	-4.2%
CCCCNC(=O)c1ccc(-c2nc(CS(=O)(=O)c3ccc(C)cc3)c(C)o2)cc1	-0.5%	-0.1%	nt	nt	1.6%	nt	-6.0%	-10.2%
CC(C)(C)C(=O)N1CCN(c2ncccc2C(F)(F)F)CC1	2.6%	-4.8%	-5.0%	-2.2%[10 µM]	-4.0%	7.1%	-0.3%	-10.5%
CN1CCc2c(sc3ncn4nc(-c5ccccc5O)nc4c23)C1	-12.4%	28.2µM*	-9.4%	23.8%	?	nt	-2.0%	-25.9%
Nc1cccc(-c2nc3ccc(N)cc3s2)c1	-5.1%	?	-4.0%	-122.9%[inhibitor][10 µM]	7.7%	-5.2%	2.1%	?
CC1CCN(C(=O)c2ccc(SCc3ccccc3F)c([N+](=O)[O-])c2)CC1	-0.5%	-13.7%	0.6%	27.6%[10 µM]	?	3.8%	-1.9%	-18.4%
Cn1c(Cc2ccccc2)nnc1SCC(=O)Nc1cccc(S(=O)(=O)NC2=NCCCCC2)c1	0.0%	0.7%	-0.2%	4.1%	1.8%	2.3%	-7.2%	-0.4%
COc1ccc(-c2nc(Cn3c(=O)cc(C)c4c(C)nn(-c5ccccc5)c43)c(C)o2)cc1OC	5.2%	?	nt	nt	0.4%	nt	2.8%	-11.4%
CCOC(=O)c1[nH]c(C)c(C(=O)OCC(=O)N2CCCCC2C)c1C (configuration not stated)	-3.0%	-0.2%	-4.9%	-20.3%[10 µM]	1.7%	nt	13.2%	-11.8%
Cc1ccc(NC(=O)c2oc3ccc(S(=O)(=O)N4CCCCCC4)cc3c2C)cc1Cl	-1.1%	17.9%	nt	nt	-18.9%	nt	-1.7%	-9.5%
N#Cc1c(-c2ccccc2)c(-c2ccccc2)nn(CC(=O)NNC(=O)Nc2ccc(Cl)c(Cl)c2)c1=O	-0.3%	?	-4.2%	-59.2%[inhibitor]	?	nt	3.6%	?
CCN(CC)CCCNC(=O)c1nn(-c2ccc(OC)cc2)c(=O)c2c1c1ccccc1n2C	-0.8%	-9.2%	nt	nt	-17.2%	nt	-0.4%	-20.0%
CC(=O)c1cccc(NC(=O)C(=O)c2cn(CC(=O)N3CCCCC3)c3ccccc23)c1	-4.1%	?	-17.0%	-25.8%	7.6%	nt	-0.7%	-30.7%
Cc1cc(C)n(Cc2cnc(N3CCOCC3)s2)n1	-2.9%	3.5%	-0.1%	1.1%[10 µM]	4.0%	5.2%	-4.0%	3.9%
O=C1CC(c2ccccc2)Oc2ccccc21 (configuration not stated)	-3.3%	-3.9%	-0.1%	nt	2.4%	nt	0.7%	-3.8%

Retrieved by compound from the entries so far, 2 records:
Compound	TexasRed fluor	Tau ThT inhib	RECQ1 inh	HTT cytoprotect	Tau FP inhib	L3MBTL1 block	TRb-SRC2 inh	Tau fluor counter
CCN(CC)CCCNC(=O)c1nn(-c2ccc(OC)cc2)c(=O)c2c1c1ccccc1n2C	-0.8%	-9.2%	nt	nt	-17.2%	nt	-0.4%	-20.0%
COc1ccc(-n2ncc(C(=O)Nc3cccc(C(F)(F)F)c3)c2C2CCN(C(=O)OC(C)(C)C)CC2)cc1	1.7%	1.1%	nt	nt	-14.6%	nt	0.5%	-18.9%
